Nrf2 activator: activates Nrf2 signaling | Potency, µM (top dose mostly 46.1 µM), for the others: top-dose activation, usual class: activators | AREc32 ARE-luciferase reporter (MCF7-derived line), luminescence, 24 h | 410,000 compounds, 0.31% hits; also: % of control where 0% means no effect; nearly all actives have a fitted effect of over 65% in size
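Luciferase luminescence (Steady-Glo, 30 min at room temperature) served as the read-out of ARE activation in AREc32 cells treated with compounds for 24 hr at 37 deg C.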
ATXN2 expr inh: inhibitors of ATXN2 expression. HEK-293 ATXN2-luciferase reporter, luminescence, 24 h. 360,000 compounds, 0.72% hits. Potency, µM (series often up to 57 µM), for inactives: at the top dose activity change, negative = inhibition, hits mostly inhibitors. AID 1745845; also: % is scaled to controls: 0 for no effect and ±100 for the full control effect; nearly all actives have a fitted effect of over 55% in size
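qHTS (up to 57 uM final) was run with 24 h compound exposure of reporter cells at 37 °C. Each well was multiplexed: SteadyGlo luminescence measured ATXN2-luciferase expression after a fluorogenic Gly-Phe-AFC viability readout (25 uM final).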
A549 viability: kills or reduces viability of A549 cells in Nrf2 counter-screen; AID 504648; 390,000 compounds, 0.16% hits; A549 ARE-Fluc cells, CellTiter-Fluor viability, 18-24 h; Potency, µM (titrated, usually from 46 µM), without a hit: at the highest dose activity change, negative = cytotoxicity, hits mostly inhibitors; also: % is scaled to controls: 0 for no effect and ±100 for the full control effect
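Cytotoxicity counterscreen: CellTiter-Fluor fluorescence was measured in A549 ARE_Fluc cells after 18-24 h of compound exposure in a concentration series. The subsequent BugLite luminescent read reports ARE-luciferase activity.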
HepG2 tox: kills HepG2 cells in TGF-b inhibitor counter-screen | HepG2 CAGA-GFP viability, ATP luminescence, 18 h | Potency, µM (series often up to 46.1 µM), for the others: top-dose activity change, negative = cytotoxicity, usual class: cytotoxic | 410,000 compounds, 0.76% hits; also: some results filed as inactive show a strong effect at the top dose
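HepG2 CAGA-GFP cells (1000/well, DMEM with 1% FBS) received compound, then TGF-beta at 500 pg/mL final, and were incubated 18 hours at 37 degrees C. Viability was read by CellTiter-Glo luminescence. Media-only wells were set as complete cell-killing and DMSO as no toxicity.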
MCF10A rereplic: DNA re-replication induction in MCF 10a cells; MCF 10A DNA re-replication, Hoechst nuclear intensity, 48 h; Potency, µM (doses to about 46.1 µM), for inactives: top-dose activity, positive = re-replication, most hits filed as activators; 350,000 compounds, 2.9% hits; AID 624296; also: % of control where 0% means no effect; nearly all actives have a fitted effect of over 50% in size
TGFb SMAD3 inh: TGF-b pathway inhibition; HepG2 CAGA-GFP TGF-b/SMAD3 reporter, GFP fluorescence, 18 h; TGF-beta stimulated, 500 pg/mL final; Potency, µM (top dose mostly 46.1 µM), for the others: top-dose activity, negative = inhibition, actives largely listed as inhibitors; 410,000 compounds, 1.2% hits; AID 588855; also: % is scaled to controls: 0 for no effect and ±100 for the full control effect; nearly all actives have a fitted effect of over 65% in size
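HEPG2 CAGA-GFP cells (1000/well, DMEM with 1% FBS) were pre-incubated 2 h at 37 degrees C, given compound by pin tool, then stimulated with TGF-beta at 500 pg/mL final for 18 h before per-cell GFP fluorescence imaging.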
ATXN viability: cell viability loss in ATXN counter-screen. 400,000 compounds, 0.49% hits. S2 cells (HEK-293 line with an ATXN2-luciferase reporter) viability, CellTiter-Fluor protease fluorescence, 24 h. Potency, µM (highest dose often 56.7 µM), hits mostly cytotoxic. AID 651635; also: nearly all actives have a fitted effect of over 40% in size
EPAC2 antagonist: blocks human EPAC2 exchange factor | 360,000 compounds, 0.18% hits | Potency, µM (highest dose often 114 µM), for inactives: at the highest dose activity, negative = inhibition, usual class: inhibitors | AID 720708 | EPAC2 GEF exchange of Rap1B-BODIPY-GDP, fluorescence; also: % is scaled to controls: 0 for no effect and ±100 for the full control effect; nearly all actives have a fitted effect of over 45% in size; many of its hits are not listed in these tables
Target sequence (Q8WZA2 whole entry, looked up): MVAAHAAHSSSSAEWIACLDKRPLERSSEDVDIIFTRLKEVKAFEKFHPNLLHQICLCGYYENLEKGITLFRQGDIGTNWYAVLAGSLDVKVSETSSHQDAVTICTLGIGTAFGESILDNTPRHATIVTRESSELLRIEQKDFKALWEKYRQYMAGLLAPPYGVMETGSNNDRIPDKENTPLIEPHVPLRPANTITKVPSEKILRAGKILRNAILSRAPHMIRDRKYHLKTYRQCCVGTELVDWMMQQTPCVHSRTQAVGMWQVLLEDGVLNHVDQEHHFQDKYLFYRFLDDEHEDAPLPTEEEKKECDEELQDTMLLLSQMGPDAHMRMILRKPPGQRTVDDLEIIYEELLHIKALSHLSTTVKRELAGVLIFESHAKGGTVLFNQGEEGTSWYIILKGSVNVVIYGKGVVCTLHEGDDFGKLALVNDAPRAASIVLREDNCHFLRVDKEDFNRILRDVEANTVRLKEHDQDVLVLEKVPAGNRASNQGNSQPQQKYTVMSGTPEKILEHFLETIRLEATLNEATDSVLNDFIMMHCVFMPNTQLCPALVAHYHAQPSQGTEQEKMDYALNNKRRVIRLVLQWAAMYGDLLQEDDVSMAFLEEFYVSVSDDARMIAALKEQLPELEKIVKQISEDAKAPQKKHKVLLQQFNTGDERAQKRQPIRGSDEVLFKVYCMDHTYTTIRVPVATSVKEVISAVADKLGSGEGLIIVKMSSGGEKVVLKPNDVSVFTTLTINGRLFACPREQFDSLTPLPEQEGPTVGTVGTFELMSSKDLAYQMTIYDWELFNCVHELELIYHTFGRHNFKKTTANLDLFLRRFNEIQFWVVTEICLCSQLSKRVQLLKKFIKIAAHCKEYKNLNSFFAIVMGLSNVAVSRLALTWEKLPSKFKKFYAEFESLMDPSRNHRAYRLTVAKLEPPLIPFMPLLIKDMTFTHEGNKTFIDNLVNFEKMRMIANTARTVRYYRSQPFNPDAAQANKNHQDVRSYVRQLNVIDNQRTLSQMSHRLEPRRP
Nrf2 block: Nrf2 pathway inhibition. 360,000 compounds, 2.1% hits. A549 ARE-Fluc reporter, luciferase luminescence, 18-24 h. Potency, µM (highest dose often 46 µM), without a hit: top-dose activity change, negative = inhibition, most hits filed as inhibitors. AID 504444; also: % is scaled to controls: 0 for no effect and ±100 for the full control effect; nearly all actives have a fitted effect of over 60% in size
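Two sequential reads on A549 ARE_Fluc cells exposed to compound for 18-24 h: a CellTiter-Fluor fluorescence read for viability, then a luciferase luminescence read for Nrf2/ARE activity.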
* = called active by the depositor; i = inactive; u = inconclusive; x = not tested or not shown; [ ] = remark or other dose. Calls follow the shape of the dose curve; as a rule, active = well fitted curve in the direction sought with a large enough effect; inconclusive = small, poorly fitted or top-dose-only effect, or another doubt; inactive = no such curve, though single readings can be large; an effect the other way counts as inactive or inconclusive. Potency is read from the fitted curve at half-maximal effect. A portion of the library. The share of hits here may be higher or lower than overall.

SMILES	Nrf2 activator	ATXN2 expr inh	A549 viability	HepG2 tox	MCF10A rereplic	TGFb SMAD3 inh	ATXN viability	EPAC2 antagonist	Nrf2 block
Cc1ccc(CNC(=O)c2cccc3c2C(=O)c2ccc(N4CCOCC4)cc2S3(=O)=O)cc1	0.3%	-6%	-7%	29%	u	-24%	u	44%[activator]	-2%
COc1ccc(C(=O)CSc2nc(=O)n3ccc(C)cc3n2)cc1	6.9%	x	x	3%	x	11%	i	-1%	x
COc1cc(C2c3c(oc4ccccc4c3=O)C(=O)N2c2nnc(C(C)C)s2)cc(OC)c1OC (stereo not drawn)	-0.6%	11%	-7%	10%	x	0%	i	x	-2%
C=CCN1C(=O)C(CC(=O)O)SC1=Nc1cccc([N+](=O)[O-])c1 (stereo not drawn)	-0.3%	-24%	0%	-15%	0%	-24%	i	4%	-2%
Cc1cc2nn(-c3ccccc3)nc2cc1NC(=O)Cc1ccc(Cl)cc1	4.8%	25%	-1%	2%	x	8%	i	x	19%
C=CC(=O)N1CCCC(Nc2nc(Nc3ccc(N(C)C(=O)CC)cc3C)nc3nc[nH]c23)C1 (stereo not drawn)	3.2%	7%	-5%	7%	14%	1%	i	14%	7%
CC[C@H](C)[C@@H](N)C(=O)NC[C@H]1O[C@@H](n2cnc3c(=O)[nH]c(N)nc32)[C@H](O)[C@@H]1O	0.3%	1%	x	5%	x	u	i	9%	x
CCC(C)Sc1nnc(-c2c[nH]c3ccccc23)n1CCOC (stereo not drawn)	-0.7%	-12%	2%	-14%	-1%	u	i	-1%	-2%
O=C(NCCCN1CCOCC1)c1cccc(S(=O)(=O)Nc2cc(Cl)ccc2Cl)c1	0.5%	-4%	0%	13%	2%	21%	i	7%	3%
COc1ccc(NC(=O)Cn2c(=O)n(Cc3ccccc3Cl)c(=O)c3cc(OC)c(OC)cc32)cc1OC	0.2%	-2%	2%	-45%	x	8%	i	x	7%
O=C(CCn1c(=S)[nH]c2cc3c(cc2c1=O)OCO3)NCc1ccc(Cl)cc1	-0.1%	10%	-1%	-4%	8%	-6%	i	-4%	5%
O=C(NC1(N2CCOCC2)CC1)c1ccc(Cl)cc1	-0.9%	x	-8%	10%	-7%	-14%	i	17%	-10%
CCOCCc1nn2c(=O)cc(COC(=O)c3ccccc3OC)nc2s1	3.4%	4%	1%	-16%	x	-10%	i	x	u
Cc1nc(N2CCN(c3ccccn3)CC2)c2c(C)c(C(=O)N3CCN(c4cccc(Cl)c4)CC3)sc2n1	-0.6%	-17%	-10%	6%	u	-7%	i	-13%	u
Cc1ccc2c(c1)CCCN2CC(=O)N(C)c1c(N)n(Cc2ccccc2)c(=O)[nH]c1=O	2.9%	-8%	11%	-1%	0%	-26%	i	6%	1%
COC(=O)N/N=C/c1ccccc1Cl	2.9%	6%	1%	-10%	-2%	-6%	i	0%	20%
C[C@@H](C(=O)NCCc1ccccc1)N1C(=O)N2CCc3c([nH]c4ccccc34)[C@@]2(C)C1=O	5.3%	1%	-2%	-29%	-7%	10µM*	u	-5%	u
COc1cc2c(cc1OC)CN(S(C)(=O)=O)CC2	0.0%	-4%	0%	20%	1%	-33%	i	6%	24%
CCCCN(C)c1nc2c(S(=O)(=O)c3ccc(CC)cc3)nnn2c2ccc(Cl)cc12	-0.9%	7%	1%	-1%	x	9%	i	x	8%
CCOc1ccc(CNC(=O)C2CCN(C(=O)N3CC(CC)Oc4ccccc43)CC2)cc1 (stereo not drawn)	-0.5%	x	4%	-24%	x	-14%	x	x	-10%
CCN1CCN(C(=O)c2ccccc2N(C)S(=O)(=O)c2ccc(C)cc2)CC1	-0.3%	0%	-6%	-10%	-2%	6%	i	13%	1%
COc1ccccc1CNC(=O)CSc1ccc(-c2sc(-c3ccccc3)nc2C)nn1	3.5%	x	-1%	-1%	x	u	x	x	u
CCOc1ccc(NC(=O)Cn2c(=O)n(CCc3ccccc3)c(=O)c3c4c(sc32)CCCC4)cc1	0.2%	3%	5%	1%	x	0%	i	x	-8%
Cc1ccc(S(=O)(=O)NC(=O)COc2ccccc2)cc1	-0.3%	-10%	9%	-12%	0%	1%	i	4%	-13%
S=C(Nc1cccc(Cl)c1Cl)Nn1cnnc1	3.9%	-3%	-4%	-3%	7%	-15%	i	0%	-1%

Going on with the list:
SMILES	Nrf2 activator	ATXN2 expr inh	A549 viability	HepG2 tox	MCF10A rereplic	TGFb SMAD3 inh	ATXN viability	EPAC2 antagonist	Nrf2 block
CCN(CC)CCNC(=O)c1cc(-c2cccnc2)nc2ccc(S(=O)(=O)N3CCC(C)CC3)cc12	-0.6%	x	23µM*	-8%	-9%	-1%	i	20%	u
O=C1OC(Cc2ccccn2)C(O)=C1C1=NCCCCN1 (stereo not drawn)	0.3%	32%[activator]	-2%	-4%	9%	2%	i	5%	u
Cc1ccc(Cn2nnc3c(=O)n(CC(=O)NCc4ccc5c(c4)OCO5)cnc32)cc1	2.9%	-18%	-12%	-13%	-6%	-3%	i	-1%	-11%
CCCCC(Sc1ccc2nnc(-c3ccccn3)n2n1)C(=O)O (stereo not drawn)	x	x	2%	-3%	x	-1%	x	x	1%
COc1ccc(S(=O)(=O)N2CCc3ccccc32)cc1C(=O)Nc1cc(S(C)(=O)=O)ccc1Cl	-0.6%	-19%	3%	11%	u	2%	i	18%	9%
CC1CCN(C(=O)c2ccc(S(=O)(=O)N(C)C)cc2)C(C)C1 (stereo not drawn)	-0.5%	2%	1%	-7%	27%	-13%	i	2%	7%
CS(=O)(=O)N(CC(=O)NC1CCCCC1)Cc1ccc(F)cc1	-0.4%	5%	4%	4%	3%	11%	i	10%	4%
COc1cccc(NC(=O)C2CCCN(S(=O)(=O)c3c(C)nn(C)c3C)C2)c1 (stereo not drawn)	0.3%	-9%	-6%	0%	x	-1%	i	x	u
Cc1cc(C)n(CC(=O)N/N=C/c2cccc([N+](=O)[O-])c2)n1	11%	-4%	-3%	14%	0%	0%	u	2%	-1%
Cc1cc(C(=O)NC2CC(C)(C)Cc3c2cnn3-c2ccccc2)n(C)n1 (stereo not drawn)	-0.7%	7%	-10%	18%	-2%	-16%	i	1%	u
O=C(CNC(=O)c1ccc(Br)cc1)N=Nc1c(O)[nH]c2ccc([N+](=O)[O-])cc12	0.2%	-13%	-9%	4%	7%	1%	i	4%	11%
O=C(Nc1ccc(F)cc1)c1ccc(-n2ccnc2)nc1	0.4%	0%	u	5%	8%	2%	i	-5%	u
O=C(CC1NCCNC1=O)Nc1ccc2c(c1)OCO2 (stereo not drawn)	-0.2%	0%	15%	-7%	2%	8%	i	0%	13%
COc1cc(C(=O)Nc2scc(-c3ccc(Br)cc3)c2C(=O)O)cc(OC)c1OC	-0.9%	-19%	-16%	9%	18%	2%	i	u	16µM*
CCN(C[C@H]1N[C@@](C)(C(=O)OC)[C@H]2C(=O)N(C)C(=O)[C@@H]12)C(=O)c1ccc(F)cc1	0.5%	0%	2%	-1%	-5%	5%	i	-1%	21%
FC(F)(F)c1ccccc1NC(=S)N1CCN(Cc2ccc3c(c2)OCO3)CC1	0.4%	-34%	-2%	-31%	-3%	u	i	-3%	18µM*
COc1ccc(-c2cc(-c3ccccc3)nc3c2COc2ccc(Cl)cc2-3)cc1	0.4%	0%	-8%	-24%	x	u	i	x	5%
COCC(=O)N(C)[C@H]1C[C@H]2c3cc(N4CCN(C)CC4)ccc3CCN2C(=O)[C@H]1[C@H](C)O	-0.5%	0%	1%	1%	15%	13%	i	-1%	1%
CC1(C(=O)NCCc2ccccc2)Cc2c(-c3cccc(C(N)=O)c3)ccnc2O1 (stereo not drawn)	4.0%	10%	x	-3%	x	17%	i	-2%	x
Cc1ccc(S(=O)(=O)NC2CCCCC2)c2nsnc12	-0.1%	10%	2%	8%	7%	0%	i	-25%	5%
CC(CNC(=O)CC[C@H]1O[C@@H](n2ccc(=O)[nH]c2=O)[C@H](O)[C@@H]1O)c1ccccc1 (stereo partly drawn)	-0.8%	8%	x	-3%	x	0%	i	2%	x
CCOc1ccc(C(=O)N/N=C/c2cccc3cccnc23)cc1	0.4%	u	u	-27%	u	u	i	-2%	x
CC1CCN(S(=O)C23CC4CC(CC(C4)C2)C3)CC1 (stereo not drawn)	1.4%	-13%	-2%	-4%	5%	-5%	i	-11%	3%
CCOc1ccccc1NC(=O)c1cc(=O)c2ccccc2o1	0.2%	x	3%	3%	1%	13%	i	-1%	-7%
Cc1ccc(COc2cccc3cc(-c4noc(-c5ccc(C)cc5)n4)c(=O)oc23)cc1	1.0%	1%	-1%	4%	x	9%	i	x	7%
CN(Cc1ccccc1)C(=O)c1cc2c(s1)-c1ccc(Cl)cc1SC2	5.3%	-1%	-23%	-31%	x	u	u	x	u

Shown with each value named: four of the compounds above.
CC1CCN(C(=O)c2ccc(S(=O)(=O)N(C)C)cc2)C(C)C1 (stereo not drawn)
- Nrf2 activator = -0.5%
- ATXN2 expr inh = 2%
- A549 viability = 1%
- HepG2 tox = -7%
- MCF10A rereplic = 27%
- TGFb SMAD3 inh = -13%
- ATXN viability = i
- EPAC2 antagonist = 2%
- Nrf2 block = 7%
CS(=O)(=O)N(CC(=O)NC1CCCCC1)Cc1ccc(F)cc1
- Nrf2 activator = -0.4%
- ATXN2 expr inh = 5%
- A549 viability = 4%
- HepG2 tox = 4%
- MCF10A rereplic = 3%
- TGFb SMAD3 inh = 11%
- ATXN viability = i
- EPAC2 antagonist = 10%
- Nrf2 block = 4%
COc1cccc(NC(=O)C2CCCN(S(=O)(=O)c3c(C)nn(C)c3C)C2)c1 (stereo not drawn)
- Nrf2 activator = 0.3%
- ATXN2 expr inh = -9%
- A549 viability = -6%
- HepG2 tox = 0%
- MCF10A rereplic = x
- TGFb SMAD3 inh = -1%
- ATXN viability = i
- EPAC2 antagonist = x
- Nrf2 block = u
Cc1cc(C)n(CC(=O)N/N=C/c2cccc([N+](=O)[O-])c2)n1
- Nrf2 activator = 11%
- ATXN2 expr inh = -4%
- A549 viability = -3%
- HepG2 tox = 14%
- MCF10A rereplic = 0%
- TGFb SMAD3 inh = 0%
- ATXN viability = u
- EPAC2 antagonist = 2%
- Nrf2 block = -1%

With a hit mark in TGFb SMAD3 inh, among the entries above:
canonical_smiles | Nrf2 activator | TGFb SMAD3 inh | EPAC2 antagonist
C[C@@H](C(=O)NCCc1ccccc1)N1C(=O)N2CCc3c([nH]c4ccccc34)[C@@]2(C)C1=O | 5.3% | 10µM* | -5%

Bioassay records as filed in PubChem.
